Compound activity as filed in PubChem BioAssay.
bIAP activator: bovine intestinal alkaline phosphatase activators, primary screen, biochemical, bovine IAP, CDP-star luminescence | purified bovine IAP, 30 min; active compounds read high; fold of DMSO-control signal, blank-subtracted | activation factor at 20 µM | AID 1016, 2008 | 200,000 compounds, 0.17% hits | alkaline phosphatase, intestinal [Bos taurus];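 active means activation factor of 2 or more at 20 µM, a signal rise over negative controls twice the positive control's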
bIAP inh: bovine intestinal alkaline phosphatase inhibitors, primary screen, selectivity assay for TNAP inhibitor project, biochemical, bovine IAP, CDP-star luminescence | purified bovine IAP, 30 min | alkaline phosphatase, intestinal [Bos taurus] | AID 1019, 2008 | 190,000 tested, under 10 active | inhibition, % at 20 µM;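 active means over 50% inhibition of intestinal alkaline phosphatase at 20 µM in the single-dose screen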
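test system = bovine IAP enzyme | medium = DEA buffer 100 mM, pH 9.8, with MgCl2 1.0 mM, ZnCl2 0.02 mM | detection = luminescence | dosing = single compound dose of 20 µM, 2% DMSO final | incubation = 30 min reaction at room temperature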
APP 5UTR inh: inhibitors of APP translation via 5'UTR reporter, primary screen, APP 5'UTR luciferase, SH-SY5Y cells | inhibition, % at 2 µM | 190,000 compounds, 0.82% hits | SH-SY5Y APP 5'UTR-luciferase reporter, luminescence;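 active means inhibition above a set limit, derived from the sample mean plus 3 SD, cut at about 45% in these data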; further: values of inactives mirror those of a sister screen read the other way
FLuc stim CS: FLuc activators, initial screening, artefact control for FLuc-dependent activation tests, biochemical, ATPlite luminescence; Luciferin 4-monooxygenase (Photinus pyralis), P08659; ATPlite luciferase biochemical, 10 min; 0 = ATP-free wells, 1 = DMSO control; activation factor at 10 µM; 200,000 tested, under 10 active; AID 1027, 2008;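 active means luciferase activation factor, scaled between plate controls, of at least 2 with compound at 10 µM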
Target sequence (P08659 whole entry, looked up): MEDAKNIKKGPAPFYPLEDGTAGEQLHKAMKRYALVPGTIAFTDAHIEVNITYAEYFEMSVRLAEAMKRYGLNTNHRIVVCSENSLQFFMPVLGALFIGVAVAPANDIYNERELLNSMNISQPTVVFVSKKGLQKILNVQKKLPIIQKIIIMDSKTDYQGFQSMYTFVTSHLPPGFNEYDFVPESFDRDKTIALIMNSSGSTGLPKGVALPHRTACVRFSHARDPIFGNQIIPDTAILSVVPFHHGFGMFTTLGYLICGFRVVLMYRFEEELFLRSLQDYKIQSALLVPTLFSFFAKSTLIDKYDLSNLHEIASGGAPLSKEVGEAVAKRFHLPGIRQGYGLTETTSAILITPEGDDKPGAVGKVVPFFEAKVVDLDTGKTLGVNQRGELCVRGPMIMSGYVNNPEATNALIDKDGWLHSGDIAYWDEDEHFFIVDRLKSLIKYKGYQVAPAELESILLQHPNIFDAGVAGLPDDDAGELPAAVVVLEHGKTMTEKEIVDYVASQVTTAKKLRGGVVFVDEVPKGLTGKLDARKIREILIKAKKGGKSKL
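test system = cell-free luciferase reagent | medium = PBS as buffer for the ATP substrate | dosing = test compounds dosed from 2 mM stocks in 100% DMSO | incubation = 10 min at ambient temperature | detection = luminescence measurement of luciferase light output | benchmarks = low control with PBS replacing ATP, high control enzyme plus ATP without compound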
TNAP inh hi DEA: human TNAP enzyme inhibitors, primary screen, biochemical, luminescent, high phosphate acceptor level, uHTS. 200,000 compounds, 0.03% hits. purified TNAP, CDP-star luminescence, 1 M DEA. inhibition, % at 20 µM. Alkaline phosphatase, tissue-nonspecific isozyme (Homo sapiens), P05186;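 active means over 50% inhibition of tissue-nonspecific alkaline phosphatase at 20 µM in the single-dose screen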;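 further: plate controls were DMSO wells for no effect and EDTA-quenched wells as full inhibition for full effect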
RAM network inh: inhibitors of the yeast RAM network, primary screen, dse1pr::URA3 reporter, 5-FOA selection | 190,000 compounds, 1.8% hits | inhibition, % at 50 µM | AID 868, 2007 | S. cerevisiae dse1pr::URA3 reporter, 5-FOA growth OD615, 2 d; analog-sensitive cbk1-as2 kinase mutant strain;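 active means inhibition above a set limit, 3 SD over mean compound inhibition, cut at about 8.4% in these data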;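 further: 0% = DMSO-only wells with no growth and 100% = 10 µM 1-NA-PP1 full growth; inhibition rescues growth on 5-FOA so higher OD means more RAM inhibition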
TNAP inh no acc: human TNAP enzyme inhibitors, primary screen, biochemical, luminescent, no phosphate acceptor, uHTS | purified TNAP, CDP-star luminescence, 30 min | Alkaline phosphatase, tissue-nonspecific isozyme (Homo sapiens), P05186 | inhibition, % at 20 µM | 200,000 compounds, 0.26% hits;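 active means tissue-nonspecific alkaline phosphatase inhibition above about 50% at 20 µM in the single-dose screen, limit read from the data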;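 further: 0% = DMSO negative control and 100% = EDTA positive control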
TNAP act hi DEA: TNAP activators at high phosphate acceptor level, primary screen, biochemical, luminescence, uHTS. Alkaline phosphatase, tissue-nonspecific isozyme (Homo sapiens), P05186. purified TNAP, CDP-star luminescence, 1 M DEA, 30 min; active compounds read high; 0 = EDTA background, 1 = DMSO-only activity. activation factor at 20 µM. 200,000 tested, under 10 active. AID 1136, 2008;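 active means activation factor at least 2 at 20 µM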
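Measured by: Luminescent substrate turnover signal | Test system: Human TNAP | Input: TNAP 1/800 final | Dosing: 20 µM single point | Schedule: 30 min, room temperature | Controls: EDTA wells as negative control, DMSO wells as positive control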
FLuc inhib CS: firefly luciferase enzyme inhibitors, primary screen, artefact control for luciferase-based inhibitor screens, biochemical, luminescence, ATPLite. inhibition, % at 10 µM. Luciferin 4-monooxygenase (Photinus pyralis), P08659. 10 min. 200,000 compounds, 1.5% hits;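 active means inhibition above about 50% when tested at 10 µM, limit read from the data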
L major viab: Leishmania major promastigote growth inhibition, primary screen | Leishmania major promastigotes, resazurin fluorescence viability | inhibition, % at 10 µM | 200,000 compounds, 9% hits | AID 1063, 2008; in the data active means inhibition above about 50%;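 further: promastigotes grown with compound for 44 hours at 28 °C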
* marks the source's active call; other numbers are inactive results.

#	canonical_smiles	bIAP activator	bIAP inh	APP 5UTR inh	FLuc stim CS	TNAP inh hi DEA
1	Cc1ccc(C)c(NC2=NS(=O)(=O)c3ccccc32)c1	0.9	10	-27	1	-6
2	COC(=O)C1=C(NC(=O)c2ccc(C)c(C)c2)CCS1	0.9	9	-12	1	-7
3	c1ccc(Sc2ncnc3c2oc2ccccc23)nc1	1.1	-7	-68	1	-8
4	O=[N+]([O-])c1ccc(Oc2cccc3cccnc23)c([N+](=O)[O-])c1	0.9	7	-8	1	3
5	COC(=O)[C@@H](NC(=O)NCc1ccco1)C(C)C	0.9	11	-2	1.1	-3
6	CCN(Cc1ccccc1)C(c1cc2cc(C)ccc2[nH]c1=O)c1nnnn1CCOC (stereo not given)	0.8	16	-2	1.1	-6
7	CCOC(=O)c1c(C)n(C)c2ccc(OC(C)=O)cc12	1	-3	1	1.1	-4
8	Cc1ccc(C(=O)CC(C(=O)O)c2cn(CCC#N)c3ccccc23)cc1 (stereo not given)	1	0	6	1	-3
9	CCOc1ccc(/C=C/C(=O)NCc2ccccc2)cc1	1	2	16	0.9	-4
10	Cc1cc(-c2cc(-c3ccc(Cl)cc3)nc(N)c2C#N)co1	1	0	10	1	3
11	CC1Cc2cc(C(=O)O)ccc2O1 (stereo not given)	0.9	10	6	1	0
12	COc1ccc(OC)c(-n2nnnc2SCC(=O)Nc2cc(C)ccc2OC)c1	1	-2	-6	1	-2
13	COc1ccc(CCNC(=O)C2CCN(S(=O)(=O)c3cccc4nonc34)CC2)cc1OC	0.9	12	-19	1.1	-1
14	CCCC(C)C(=O)Nc1ccc(S(=O)(=O)Nc2nccs2)cc1 (stereo not given)	1.1	-8	6	1	-2
15	CCOC(=O)N1CCN(C(=O)/C=C/c2ccc([N+](=O)[O-])cc2)CC1	1	-2	4	1	-4

#	RAM network inh	TNAP inh no acc	TNAP act hi DEA	FLuc inhib CS	L major viab
1	0.1	-9	1.1	-4	-12
2	8.0	-13	1.1	-4	-9
3	-0.8	-9	1.1	5	16
4	0.5	-4	1	-3	30
5	2.5	-8	1	-8	4
6	-0.4	-12	1.1	-7	-6
7	1.2	-12	1	-9	-4
8	3.8	-14	1	-2	-6
9	0.8	-13	1	11	3
10	2.9	3	1	0	62*
11	-0.5	-10	1	-3	-5
12	4.8	-7	1	-4	-5
13	3.8	-10	1	-7	4
14	-0.1	-6	1	-4	-9
15	0.9	-13	1	1	7

Entries by screen from above:
RAM network inh for entries 5–13: 2.5, -0.4, 1.2, 3.8, 0.8, 2.9, -0.5, 4.8, 3.8
FLuc inhib CS for entries 5–13: -8, -7, -9, -2, 11, 0, -3, -4, -7
bIAP activator for entries 5–13: 0.9, 0.8, 1, 1, 1, 1, 0.9, 1, 0.9

(listing goes on)
#	canonical_smiles	bIAP activator	bIAP inh	APP 5UTR inh	FLuc stim CS	TNAP inh hi DEA
16	CC(C)(CNS(=O)(=O)c1ccc(Cl)cc1)N1CCCCC1	0.8	16	-4	1	1
17	C=CCn1c(=NC(=O)CC)n(C)c2ccccc21	0.9	5	-3	1.1	-8
18	COC(=O)C1C(=O)c2c([nH]c(C(=O)OCCSC)c2C)CC1C (stereo not given)	0.9	11	-36	0.5	-3
19	O=C(Cc1ccc(F)cc1)Nc1c2c(nn1-c1cccc(Cl)c1)CS(=O)C2 (stereo not given)	1	-4	30	1	0
20	CC(C)(C)NCC(O)CON=C1c2ccccc2-c2ccccc21 (stereo not given)	1	-4	4	1.1	-6
21	O=C1CC(Nc2ccccc2)C(=O)N1c1ccc(N2CCOCC2)cc1 (stereo not given)	1	0	22	0.9	6
22	C/C(CC(=O)Nc1ccc(C)c(Cl)c1)=N\NC(=O)c1ccco1	1.1	-14	-57	1	-4
23	O=C(CN(c1ccc(Cl)c(C(F)(F)F)c1)S(=O)(=O)c1ccccc1)N/N=C/c1cccc2c1OCCO2	0.9	12	-6	1	-2
24	Cc1ccc(C(=O)N2CC(C)SC2=Nc2cccc(S(=O)(=O)N(C)C)c2)cc1 (stereo not given)	0.9	9	-5	1.1	-2
25	O=C(O)CCN1CCOCC1	1	0	0	1	1
26	CCOc1cccc2cc(C(=O)N3CCc4ccccc4C3)c(=O)oc12	0.9	7	-16	1.1	-3
27	COc1ccc2c(CC(=O)NCc3cccs3)coc2c1	1.1	-11	-18	1	-3
28	CCOC(=O)CC(NC(=O)Cn1nnc(-c2ccccc2F)n1)c1ccccc1Cl (stereo not given)	1.1	-8	-2	1.1	-6
29	CCNC(=S)N(CCc1c(C)[nH]c2ccc(Cl)cc12)Cc1ccco1	0.8	15	-6	1	2
30	CS(=O)(=O)N1CCC(C(=O)Nc2cc(C(F)(F)F)ccc2Cl)CC1	1	2	-16	1	0

#	RAM network inh	TNAP inh no acc	TNAP act hi DEA	FLuc inhib CS	L major viab
16	-0.6	0	1	-2	81*
17	1.9	-8	1.1	-6	-7
18	1.8	-16	1	50*	3
19	0.2	-7	1	-5	-2
20	-0.5	-5	1.1	-7	99*
21	5.4	1	0.9	10	-6
22	0.4	-5	1	-3	-7
23	4.5	-3	1	-3	17
24	0.2	-11	1	-7	95*
25	0.5	10	1	-3	-1
26	-0.2	-9	1	-7	-11
27	2.1	-7	1	3	7
28	4.4	-14	1.1	-7	1
29	4.3	4	1	-2	43
30	0.1	-9	1	-1	0

Complete entries, quoted from the list:
C/C(CC(=O)Nc1ccc(C)c(Cl)c1)=N\NC(=O)c1ccco1 across the screens: bIAP activator = 1.1; bIAP inh = -14; APP 5UTR inh = -57; FLuc stim CS = 1; TNAP inh hi DEA = -4; RAM network inh = 0.4; TNAP inh no acc = -5; TNAP act hi DEA = 1; FLuc inhib CS = -3; L major viab = -7
COc1ccc2c(CC(=O)NCc3cccs3)coc2c1 across the screens: bIAP activator = 1.1; bIAP inh = -11; APP 5UTR inh = -18; FLuc stim CS = 1; TNAP inh hi DEA = -3; RAM network inh = 2.1; TNAP inh no acc = -7; TNAP act hi DEA = 1; FLuc inhib CS = 3; L major viab = 7

(continued)
#	canonical_smiles	bIAP activator	bIAP inh	APP 5UTR inh	FLuc stim CS	TNAP inh hi DEA
31	CCOC(=O)c1ccc(NC(=O)CCNC(=O)c2ccc([N+](=O)[O-])cc2)cc1	0.7	31	17	1	0
32	Cc1ccc2c(c1)-c1c(ssc1=S)C(C)(C)N2C(=O)c1ccco1	0.9	15	0	1	9
33	Cc1cc(C(=O)COc2ccccc2Cl)c(C)n1-c1ccc2c(c1)OCO2	1	-1	-15	0.9	-2
34	COc1ccc(NC(=O)C2CCC(N3C(=O)C4C5C=CC(C5)C4C3=O)CC2)cc1 (stereo not given)	1.1	-6	-20	1	-6
35	CCS(=O)(=O)CCSc1nc(C)cc(C)n1	0.9	12	-4	1.1	-5
36	CCOC(=O)C1=C(C)OC(N)=C(C#N)C1c1ccc(C)o1 (stereo not given)	0.9	6	21	1.1	-3
37	CNC(=O)CCSc1ccc(C)cc1	1	1	-8	1	-3
38	COCC(C)NC(=O)C1CC(=O)N(c2ccc(C)cc2)C1 (stereo not given)	1.1	-8	-1	1	-4
39	Cc1ccc2[nH]c3c(NCCCN4CCCC4=O)ncnc3c2c1	1.1	-14	-38	1	3
40	NNC(=O)/C(=N/Nc1ccccc1)S(=O)(=O)c1ccc(Cl)cc1	1	2	7	1.1	-2
41	CC1CCc2c(sc(NC(=O)Cn3cnc([N+](=O)[O-])n3)c2C(N)=O)C1 (stereo not given)	1.1	-5	-11	1.1	-1
42	Cc1cc(O)c(C(C)C)cc1NC(=O)c1ccccc1Cl	1	5	45*	1.1	-5
43	O=C(NCCCN1CCOCC1)C1CCC(=O)N1CCc1ccccc1 (stereo not given)	0.9	5	-24	1.1	-4
44	O=C(Nc1cccc2c1C(=O)NC2=O)c1ccc(N2C(=O)CCC2=O)cc1	1	-1	-13	1	-5

#	RAM network inh	TNAP inh no acc	TNAP act hi DEA	FLuc inhib CS	L major viab
31	1.5	-8	1	0	-1
32	3.8	4	0.9	-5	33
33	4.6	4	1	8	3
34	-0.5	-10	1.1	0	0
35	0.3	-9	1.1	-6	-5
36	-0.2	3	1	-8	30
37	0.1	-7	1	-4	-6
38	0.3	-11	1	-4	-10
39	0.0	-9	1	3	7
40	1.7	-6	1	-10	-2
41	4.9	2	1	-7	40
42	2.9	-9	1	-6	38
43	0.3	-15	1	-5	-5
44	5.7	-12	1	-2	-9
